# S3 lipid droplet = qHTS Assay for Lipid Storage Modulators in Drosophila S3 Cells. Drosophila S3 cells, BODIPY lipid droplet fluorescence, 18-24 h; cells fed with added oleic acid. lipid storage change, negative = inhibition, % at the top dose, mostly 46.1 µM; hits show Potency in µM. actives 0.64% (n = 320,000). AID 2685; active means well fitted inhibition curve with a large enough effect in the signal ratio, with a control signal flat, not every such curve was filed as active; inconclusive means small, poorly fitted or top-dose-only effect, or effect the other way, or a change in a side signal; the % refers to the signal ratio
#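 Drosophila S3 cells loaded with oleic acid (400 uM, as added) and compounds at several concentrations; lipid droplets imaged by 488-nm laser-scanning cytometry, 500–530 nm intensity and object ratio to cell channel. Percent activity normalized to 20 uM Triacsin C.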
# S3 lipid droplet cell count max = second read-out of S3 lipid droplet, no call of its own (marks repeat the call); cell number change, %; measured here: cell count max response;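 cells counted by Cell Tracker Red CMTPX staining in the red channel; peak over a dose series mostly up to 46.1 µM; percent activity relative to internal control wells on each plate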
# The depositor's hits bear a star; i = inactive; ? = inconclusive; / = not tested or not shown. On the % scale 0 is the no-effect control and ±100 the full control effect; potency means the concentration at half of the fitted maximal effect. This is a subset, so the mix of outcomes need not match the whole.
1) OC1CNCc2cc3c(cc21)OCCO3 (stereo unspecified)
2) CCOc1ccc(NC(=O)CSc2nnc(C(C)C)n2CC)cc1
3) COc1ccc(NS(=O)(=O)c2cc(NC(=O)c3ccc(=O)[nH]n3)ccc2C)cc1
4) CCN1CCN(CCCNC(=O)CNC(=O)c2nn(-c3ccc(OC)cc3OC)c(=O)c3ccccc23)CC1
5) O=C(Nc1ccc(OC(F)F)cc1)Nc1cccc(C(F)(F)F)c1
6) COc1ccc(CCNC(=O)c2cc(-c3ccccc3O)n[nH]2)cc1OC
compound no.	1	2	3	4	5	6
S3 lipid droplet	?	?	?	?	?	i
S3 lipid droplet cell count max	/	/	/	/	/	4

7) CC(C)(C)c1ccc(NC(=O)COc2ccc(-n3ccnc3)cc2)cc1
8) Cc1nn(C(=O)c2nn(C)cc2[N+](=O)[O-])c(C)c1Br
9) Cc1ccc(NC(=O)CC2=NC(=O)C(CC(=O)Nc3ccccc3C)S2)cc1 (stereo unspecified)
10) COc1ccccc1C1/C(=C(\O)c2ccc3c(c2)OCCO3)C(=O)C(=O)N1Cc1cccnc1 (stereo unspecified)
11) CC1Cc2cc(S(=O)(=O)N3CCC(C(=O)N4CCCCC4)CC3)ccc2N1C(=O)C1CC1 (stereo unspecified)
12) COC(=O)c1cc(=O)n2c(-c3ccccc3)csc2n1
compound no.	7	8	9	10	11	12
S3 lipid droplet	i	22%	?	?	i	7%
S3 lipid droplet cell count max	-8	12	/	/	-4	11

13) Cc1ccc2ccccc2c1NC(=O)c1ccco1
14) COc1ccc(-c2c(C)c3cc(O)ccc3oc2=O)cc1OC
15) C(=N\N1CCN(Cc2cccc3ccccc23)CC1)/c1ccco1
16) Oc1cc(NCCc2cccnc2)cc2cccnc12
17) O=C(N/N=C/c1sc(N2CCCCC2)nc1-c1cccs1)c1cccnc1
18) Cc1ccccc1-c1noc(CCC(=O)NCCc2ccccc2)n1
compound no.	13	14	15	16	17	18
S3 lipid droplet	16%	i	?	?	?	?
S3 lipid droplet cell count max	16	-10	/	/	/	/

# Continued; the last 2 above are carried over.
17) O=C(N/N=C/c1sc(N2CCCCC2)nc1-c1cccs1)c1cccnc1
18) Cc1ccccc1-c1noc(CCC(=O)NCCc2ccccc2)n1
19) COc1cc(CN2CCC(C(=O)NC3CCCC3)CC2)ccc1O
20) C#CCOC(=O)Nc1ccc(=O)n(Cc2c(Cl)cccc2Cl)c1
21) Oc1ccc(N=Nc2nccs2)c(O)c1
22) Cc1ccc(NC(=O)c2cc3c(CO)cnc(C)c3oc2=Nc2cccc(C(N)=O)c2)cc1
23) O=C(Nc1cccc(S(=O)(=O)N2CCCCC2)c1)c1ccc(OCC2CCCO2)cc1 (stereo unspecified)
24) CC(C)Oc1ccc(C(=O)Nc2ccccc2N2CCOCC2)cc1
compound no.	17	18	19	20	21	22	23	24
S3 lipid droplet	?	?	-8%	?	?	-6%	-2%	8%
S3 lipid droplet cell count max	/	/	-19	/	/	11	-15	2

25) COc1ccccc1CNC(=O)C1CCN(S(=O)(=O)N2CC(C)CC(C)C2)CC1 (stereo unspecified)
26) COc1ccc(CCNC(=O)CCCCCN2C(=O)c3ccccc3C2=O)cc1OC
27) Cc1cc(C(=O)N2CCN(C(c3ccccc3)c3ccccc3)CC2)no1
28) CCCCOc1ccc(C(=O)OCC(=O)NC2CCCC2)cc1
29) O=C(NCc1ccco1)c1ccc(S(=O)(=O)N2CCCCCC2)cc1
30) O=C(CNS(=O)(=O)c1ccccc1)OCC(=O)c1ccc(F)cc1
compound no.	25	26	27	28	29	30
S3 lipid droplet	29%	15%	?	-14%	?	i
S3 lipid droplet cell count max	4	19	/	-6	/	14

31) Cc1cccc(OCC(=O)NCCCNC(=O)c2ccncc2)c1
32) COCc1c(C(=O)OCC(=O)NCCN2C(=O)CSC2=O)oc2ccccc12
33) CC(=O)Nc1cccc(NC(=O)CCCC2CCCCC2)c1
34) CCn1ncc(Br)c1C(=O)Nc1cccc(C(C)=O)c1
35) CN(C)CCn1cnc2c1c(=O)n(C)c(=O)n2C
36) Cc1cc(C(=O)COC(=O)c2ccc(O)cc2O)c(C)n1C(C)C
compound no.	31	32	33	34	35	36
S3 lipid droplet	0%	?	?	?	11%	?
S3 lipid droplet cell count max	15	/	/	/	19	/

37) Nc1nc(SCC(=O)N2N=C3/C(=C/c4ccco4)CCCC3C2c2ccco2)n[nH]1 (stereo unspecified)
38) O=C(CN1CCN(c2ccccc2F)CC1)NC(=O)NCc1ccco1
39) CC(C(=O)O)n1nc2ccccc2n1 (stereo unspecified)
40) COc1ccc(NC(=O)Cc2ccc(Cl)cc2Cl)cn1
41) O=C(c1cc(Br)c(Br)s1)N1CCN(c2ccccn2)CC1
42) CN1CCN(C(=O)c2cc3sccc3n2CC(=O)c2ccccc2)CC1
compound no.	37	38	39	40	41	42
S3 lipid droplet	?	-1%	?	?	?	13%
S3 lipid droplet cell count max	/	-12	/	/	/	5

43) CN(C(=O)C1CCN(S(=O)(=O)c2cccs2)CC1)C1CCCCC1
44) CCN(CC)CCN(C(=O)CCS(=O)(=O)c1ccccc1)c1nc2cc3c(cc2s1)OCO3
45) CCn1c(Oc2ccccc2)nc2c1c(=O)n(C)c(=O)n2C
46) O=C(NCCCN1CCCCC1)c1ccc2c(c1)NC(=O)c1ccccc1S2
47) CCCCNC(=O)CNC(=S)N(CCCN1CCOCC1)Cc1cccs1
48) Fc1ccc(C(c2nnnn2Cc2cccs2)N2CCN(C3CCCC3)CC2)cc1 (stereo unspecified)
compound no.	43	44	45	46	47	48
S3 lipid droplet	?	?	18%	?	0%	1%
S3 lipid droplet cell count max	/	/	13	/	11	5

# 3 records picked at random from the list so far:
19) COc1cc(CN2CCC(C(=O)NC3CCCC3)CC2)ccc1O
29) O=C(NCc1ccco1)c1ccc(S(=O)(=O)N2CCCCCC2)cc1
40) COc1ccc(NC(=O)Cc2ccc(Cl)cc2Cl)cn1
compound no.	19	29	40
S3 lipid droplet	-8%	?	?
S3 lipid droplet cell count max	-19	/	/

# More compounds follow.
49) O=C(COc1ccc(Br)cc1)Nc1ccccc1N1CCCC1
50) O=C(CN(Cc1ccco1)S(=O)(=O)c1ccccc1)N/N=C/c1cccc(O)c1
51) CCOc1ccc(C(=O)Nc2ccccc2NC(C)=O)cc1OCC
52) Cc1cccc(-c2nnc(NC(=O)c3ccc(Cl)cc3)o2)c1
53) O=C(/C=C/c1ccc(Cl)cc1Cl)Nc1cccc(S(=O)(=O)NC2=NCCC2)c1
54) CCN(Cc1cccs1)C(=O)CN1CCN(S(=O)(=O)c2ccc3c(c2)OCCCO3)CC1
compound no.	49	50	51	52	53	54
S3 lipid droplet	?	10%	?	?	10%	?
S3 lipid droplet cell count max	/	-13	/	/	1	/

55) Cc1ccc(CN2C(=O)NC(Cc3c[nH]c4ccccc34)C2=O)cc1 (stereo unspecified)
56) CC(C)(C)Nc1nc(NCc2cccnc2)nc(N2CCOCC2)n1
57) O=C(OCC(=O)c1ccco1)c1ccc2ncsc2c1
58) COc1cccc(C(=O)NCC(=O)N2CCC3(CC2)NCCc2[nH]cnc23)c1OC
59) Cc1cc(C)n2cc(-c3ccc(Cl)cc3)c(C(=O)O)c2n1
60) COc1ccc(N(CC(=O)NCCC2=CCCCC2)S(=O)(=O)c2ccccc2)cc1
compound no.	55	56	57	58	59	60
S3 lipid droplet	?	5%	i	18%	?	?
S3 lipid droplet cell count max	/	8	2	/	/	/

61) O=c1c(C(c2c(O)nc3n(c2=O)CCS3)c2cccc3ccccc23)c(O)nc2n1CCS2
62) O=C(Cn1c[n+](CC(=O)c2ccc([N+](=O)[O-])cc2)cn1)c1ccc([N+](=O)[O-])cc1
63) COc1cccc(CNC(=O)Cn2cccc2C(=O)c2ccccc2C)c1
64) O=C1NC(C(F)(F)F)(C(F)(F)F)N=C2SC=CN12
65) CS(=O)(=O)c1cccc(-c2nnc(NC(=O)c3ccc4ncsc4c3)o2)c1
66) Cc1[nH]c2ccc(Cl)cc2c(=O)c1CN1CCCC1
compound no.	61	62	63	64	65	66
S3 lipid droplet	-11%	?	-19%	?	?	9%
S3 lipid droplet cell count max	-11	9	/	/	/	-6

67) CN(CCOc1ccccc1)CC(=O)Nc1ccc([N+](=O)[O-])cc1Cl
68) CCN(CC)S(=O)(=O)c1ccc(NC(=O)CNC2CCCCC2)cc1
69) Cc1nn(Cc2ccccc2)c(Cl)c1C(=O)OCC#N
70) O=C(O)C[C@]1(C(=O)Nc2ccc(F)cc2)CC(/C=C/c2ccccc2)=NO1
71) COC(=O)c1c(-c2c(Cl)cccc2Cl)noc1NC(=O)NN1CCCCC1
72) Cc1c(NC(=O)Cn2nc(C(F)(F)F)c3c2CCCC3)c(=O)n(-c2ccccc2)n1C
compound no.	67	68	69	70	71	72
S3 lipid droplet	1%	?	?	?	?	?
S3 lipid droplet cell count max	12	/	/	/	/	/

# Given with values under each structure: part of the list above.
# Every second line gives: S3 lipid droplet	S3 lipid droplet cell count max
28: CCCCOc1ccc(C(=O)OCC(=O)NC2CCCC2)cc1
→ -14%	-6
29: O=C(NCc1ccco1)c1ccc(S(=O)(=O)N2CCCCCC2)cc1
→ ?	/
30: O=C(CNS(=O)(=O)c1ccccc1)OCC(=O)c1ccc(F)cc1
→ i	14
31: Cc1cccc(OCC(=O)NCCCNC(=O)c2ccncc2)c1
→ 0%	15
32: COCc1c(C(=O)OCC(=O)NCCN2C(=O)CSC2=O)oc2ccccc12
→ ?	/

# The list continues.
73) O=C(NC1CC1)c1cc2c(s1)-c1ccccc1OC2
74) O=C(NCc1ccc2c(c1)OCO2)c1cc2ccccc2o1
75) C#CCOCCOCCOCCNc1nc(N2CCN(C(=O)Cn3cc(CCCN=C(N)N)nn3)CC2)nc(N2CCN(C(=O)[C@H]([C@@H](C)CC)n3cc(CCCN=C(N)N)nn3)CC2)n1
76) O=C(C(=O)N1CCOCC1)c1cn(CC(=O)N2CCc3ccccc3C2)c2ccccc12
77) O=C(NCc1ccccc1)c1ccc[n+]([O-])c1
78) Cc1ccc(C(=O)N2CCC3(CC2)NCCc2[nH]cnc23)cc1C
compound no.	73	74	75	76	77	78
S3 lipid droplet	?	?	6%	?	?	12%
S3 lipid droplet cell count max	/	/	0	/	/	/

79) CC(C)C(NC(=O)c1c(F)cccc1F)C(=O)NCc1ccc(S(=O)(=O)N2CCOCC2)cc1 (stereo unspecified)
80) O=C(Nc1nccs1)C1C2CC3OC(=O)C1C3C2 (stereo unspecified)
81) Oc1[nH]c2ccc(Br)cc2c1N=Nc1ccc(C(F)(F)F)cn1
82) O=C(NNC(=O)c1nn(-c2ccc(F)cc2)ccc1=O)c1ccc(C(F)(F)F)cc1
83) CCOc1ccc(Br)cc1S(=O)(=O)N1CCCN(C)CC1
84) Cc1cccc(C(=O)Nc2nnc(SCC(=O)Nc3ccc4c(c3)oc3ccccc34)s2)c1
compound no.	79	80	81	82	83	84
S3 lipid droplet	?	-34%	?	1%	?	?
S3 lipid droplet cell count max	/	6	/	10	/	/

85) Cc1ccc(S(=O)(=O)/N=C(\N)Nc2nc(C)c3cc(C)c(C)cc3n2)cc1
86) CCOC(=O)c1ccc(NC2=CC(=O)CC(c3ccco3)C2)cc1 (stereo unspecified)
87) Cc1nc2ccccc2c(C)c1CC(=O)N(CC(C)C)c1c(N)n(Cc2ccccc2)c(=O)[nH]c1=O
88) O=C(NCCc1ccccc1)C(=O)c1cn(CC(=O)N2CCCC2)c2ccccc12
89) N#CC1=C(N)Oc2c(ccc3cccnc23)C1c1ccncc1 (stereo unspecified)
90) COC(=O)Cc1ccc(NC(=S)N2CCN(C(=O)C3CCCO3)CC2)cc1 (stereo unspecified)
compound no.	85	86	87	88	89	90
S3 lipid droplet	?	?	10%	i	11%	?
S3 lipid droplet cell count max	/	/	-7	-22	-9	/

91) O=C(NC(O)C(=O)c1ccc(F)cc1)c1ccc(F)cc1 (stereo unspecified)
92) O=C(O)C1C2CCC(C2)C1C(=O)Nc1nc2ccccc2s1 (stereo unspecified)
93) Cc1cc2c(c(SCC(N)=O)n1)C(=O)OC2
94) COc1ccc(C(=O)O/N=C(\N)c2ccccc2)c(OC)c1
95) O=C1NN(c2cccc(Br)c2)C(=O)/C1=C/c1cccs1
96) CCCCCCCn1c(=N)n(CC(O)c2ccco2)c2ccccc21 (stereo unspecified)
compound no.	91	92	93	94	95	96
S3 lipid droplet	-8%	?	?	19%	-9%	-19%
S3 lipid droplet cell count max	-11	/	/	1	6	-4

97) COc1ccc(S(=O)(=O)N2CCOCC2)cc1NC(=O)Cc1coc2cc(C)c(C)cc12
98) O=C(Cc1cccc2ccccc12)Nc1ccc(OC(F)F)c(Cl)c1
99) COc1cc(CN(C(=O)c2ccco2)c2ccc(C)cc2)ccc1O
100) CCC1CCCCN1Cc1cc(OC)c(O)c([N+](=O)[O-])c1 (stereo unspecified)
101) COc1ccccc1CNc1ncccc1[N+](=O)[O-]
102) CC(C)c1c(O)nc(SCCC(=O)O)[nH]c1=O
compound no.	97	98	99	100	101	102
S3 lipid droplet	-11%	?	?	?	?	-18%
S3 lipid droplet cell count max	9	/	/	/	/	-1

# High-throughput results (PubChem)
